Screening data: PubChem BioAssay, National Center for Advancing Translational Sciences (NCATS)
TDP-43 yeast inh = TDP-43 toxicity inhibition in yeast; TDP-43 expressing yeast growth rescue, BacTiter-Glo, 24 h; Potency, µM (series often up to 46.1 µM), for the others: at the highest dose growth rescue (activation), actives largely listed as activators; actives 1.8% (n = 410,000); AID 652104; also: potency is read from the fitted curve at half-maximal effect; % of control where 0% means no effect; nearly all actives have a fitted effect of over 50% in size
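Yeast cells expressing TDP-43 under galactose induction are exposed to compounds for 24 hr at 30 deg C. BacTiter-Glo luminescence measures growth, so protective compounds score as activators.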
Abeta yeast res = A-beta toxicity reversal in yeast | actives 0.063% (n = 410,000) | yeast expressing A-beta42, growth rescue, OD600, 48 h; response scale: 0% DMSO, 100% iron-clioquinol control | Potency, µM (series often up to 46.1 µM), without a hit: top-dose growth rescue, most hits filed as activators | AID 1347071; also: potency is read from the fitted curve at half-maximal effect; nearly all actives have a fitted effect of over 55% in size
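Growth rescue measured by 600 nm absorbance after 48 h yeast culture at 30 C with compound. Values normalized between DMSO and an equimolar ferric chloride plus clioquinol control.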
EPAC2 agonist = agonists of human EPAC2 (RAPGEF4); actives 0.079% (n = 360,000); Potency, µM (doses to about 154 µM), for inactives: top-dose activation, most hits filed as activators; EPAC2 activation, biochemical qHTS; response scale: 100% = 6.5 mM cAMP response; also: potency is read from the fitted curve at half-maximal effect; nearly all actives have a fitted effect of over 50% in size
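Compounds were titrated in qHTS against a Rap1B-BODIPY-GDP (250 nM) complex with EPAC2 (100 nM) and GDP (50 uM). BODIPY-GDP release tracked at 480/540 nm over 30 min at room temperature, normalized to 6.5 mM cAMP.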
DRD3 agonist = D3 dopamine receptor (human) agonism. P35462. D3R DiscoveRx beta-arrestin cells, luminescence, 90 min. max activation, %. actives 0.58% (n = 410,000). AID 652048; in the data active = max activation above about 30%; also: 0% is about no effect; mostly tested at two doses, the higher about 12 µM
Target sequence (P35462 whole entry, looked up): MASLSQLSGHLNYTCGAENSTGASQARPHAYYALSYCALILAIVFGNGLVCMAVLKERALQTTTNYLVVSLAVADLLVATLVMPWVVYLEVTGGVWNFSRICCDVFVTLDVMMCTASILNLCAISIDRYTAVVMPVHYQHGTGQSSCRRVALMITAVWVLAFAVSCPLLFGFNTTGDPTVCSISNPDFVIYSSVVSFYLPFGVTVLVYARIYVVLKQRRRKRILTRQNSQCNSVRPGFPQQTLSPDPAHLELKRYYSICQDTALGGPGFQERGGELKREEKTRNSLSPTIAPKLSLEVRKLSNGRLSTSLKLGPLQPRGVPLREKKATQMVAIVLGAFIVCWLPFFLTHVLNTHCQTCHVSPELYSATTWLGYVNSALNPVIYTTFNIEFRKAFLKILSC
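Agonist mode: compounds and dopamine controls were applied to plated cells for 90 min at 37 degrees C after an overnight attachment at 1500 cells/well. Luminescent read-out followed 30 - 60 minutes at room temperature with DiscoveRx detection reagent.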
FUS yeast rescue = suppressors of FUS proteinopathy in yeast. S. cerevisiae FUS-expressing, growth rescue, OD600, 24 h. Potency, µM (highest dose often 76.6 µM), for the others: at the highest dose growth rescue (activation), usual class: activators. actives 0.24% (n = 390,000);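 also: potency is read from the fitted curve at half-maximal effect; plate controls were DMSO vehicle for no effect and reference control for full effect; nearly all actives have a fitted effect of over 55% in size; some results filed as inactive show a strong effect at the top dose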
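Toxicity suppression screen in FUS-yeast. Cells induced with 2% galactose, starting OD 0.005, treated 24hr at 30C with compounds at multiple final concentrations; growth by OD600.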
aSyn rescue = rescues yeast growth from alpha-synuclein toxicity | Yeast expressing alpha-synuclein, growth rescue, BacTiter-Glo, 24 h | Potency, µM (series often up to 46.1 µM), inactives show at the top dose growth rescue (activation), usual class: activators | actives 0.14% (n = 370,000) | AID 652106; also: potency is read from the fitted curve at half-maximal effect; % of control where 0% means no effect; nearly all actives have a fitted effect of over 65% in size
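Galactose-induced alpha-syn yeast (OD600=0.02, raffinose-pregrown) + pinned cpd, 24 hr, 30 deg C; growth by BacTiter-Glo luminescence. Growth restoration scores as activation.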
EPAC2 antag = antagonists of human EPAC2 | Q8WZA2 | EPAC2 GEF exchange of Rap1B-BODIPY-GDP, fluorescence | Potency, µM (top dose mostly 114 µM), without a hit: top-dose activity, negative = inhibition, hits mostly inhibitors | actives 0.18% (n = 360,000); also: potency is read from the fitted curve at half-maximal effect; % is scaled to controls: 0 for no effect and ±100 for the full control effect; nearly all actives have a fitted effect of over 45% in size; many of its hits are not listed in these tables
DRD3 antagonist = antagonists of human D3 dopamine receptor. P35462. D3R cells, DiscoveRx beta-arrestin luminescence, antagonist mode; active compounds read low. max response, negative = inhibition, %. actives 2.5% (n = 360,000); in the data active = max response below about -50%; inconclusive = no clear call, values can overlap the other calls; also: % is scaled to controls: 0 for no effect and ±100 for the full control effect; mostly tested at two doses, the higher about 12 µM
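Cells expressing the human receptor were seeded at 1500 cells/well, incubated overnight at 37 degrees C in 5% CO2, then exposed to library compounds with dopamine controls for 90 minutes at 37 degrees C before luminescent detection.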
* = called active by the depositor; ? = inconclusive; . = not tested or not shown; [ ] = dose if it differs, or a comment. Unless noted, calls follow the shape of the dose curve; as a rule, active = well fitted curve in the direction sought with a large enough effect; inconclusive = small, poorly fitted or top-dose-only effect, or another doubt; inactive = no such curve, though single readings can be large; an effect the other way counts as inactive or inconclusive. A portion of the library (hit frequency here may not be typical).

1	Cn1c(SCC(=O)c2ccc(O)c(O)c2)nnc1-c1cccs1
2	O=[N+]([O-])c1cc([N+](=O)[O-])c(Oc2cccc3c2CCCC3)cc1NN1CCCCC1
3	CCOc1ccc(NC(=O)C2CCCN(c3nnc(C)c4c(C)n(-c5ccccc5)nc34)C2)cc1 (stereo not given)
4	Cc1ccc(S(=O)(=O)CCC(=O)c2ccc(F)cc2)cc1
5	Cc1ccc(CNc2ccc3c(c2)nc(C)n3C)cc1
6	CN(Cc1ccccc1)C(=O)Cn1c(=O)c2cccn2c2ccc(F)cc21

screen / no.	1	2	3	4	5	6
TDP-43 yeast inh	-2%	0%	4%	-5%	-2%	16%
Abeta yeast res	-3%	4%	-13%	-4%	-7%	-12%
EPAC2 agonist	3%	1%	.	8%	8%	.
DRD3 agonist	-1	-6	11	0	-2	-8
FUS yeast rescue	4%	-32%	-12%	-9%	3%	10%
aSyn rescue	-11%	-1%	.	-1%	0%	.
EPAC2 antag	4%	-8%	.	-8%	10%	.
DRD3 antagonist	-10	-17	.	-18	-15	.

Molecules above that contain fluorine, in the order listed:
4	Cc1ccc(S(=O)(=O)CCC(=O)c2ccc(F)cc2)cc1
6	CN(Cc1ccccc1)C(=O)Cn1c(=O)c2cccn2c2ccc(F)cc21

screen / no.	4	6
TDP-43 yeast inh	-5%	16%
Abeta yeast res	-4%	-12%
EPAC2 agonist	8%	.
DRD3 agonist	0	-8
FUS yeast rescue	-9%	10%
aSyn rescue	-1%	.
EPAC2 antag	-8%	.
DRD3 antagonist	-18	.

The listing continues:
7	CC1(CCc2ccccc2)NC(=O)N(CC(=O)Nc2c(F)cccc2F)C1=O (stereo not given)
8	Cc1ccc(NC(=O)c2ncn(CC(=O)N[C@H](C)c3cccc4ccccc34)n2)cc1C
9	CN(Cc1ccco1)c1ncnc2ccc(-c3ccccc3Cl)cc12
10	CCOC(=O)C1C(=O)NC(N2CCOCC2)=NC1C(C)C (stereo not given)
11	CC(O)(c1ccc(F)c(F)c1)c1nc(/C=C/c2ccc(C(F)(F)F)cc2)cs1 (stereo not given)
12	Cc1ccc(OCC(=O)Nc2nonc2-c2ccc(Br)cc2)cc1C

screen / no.	7	8	9	10	11	12
TDP-43 yeast inh	19%	5%	.	10%	-87%[inhibitor]	25%
Abeta yeast res	5%	-12%	-7%	0%	-80%[inhibitor]	1%
EPAC2 agonist	1%	-1%	16%	5%	-3%	.
DRD3 agonist	1	-10	.	6	-7	-10
FUS yeast rescue	-23%	-4%	-17%	18%	17%	-11%
aSyn rescue	3%	-1%	.	-1%	-38%[inhibitor]	.
EPAC2 antag	4%	18%	?	16%	-4%	.
DRD3 antagonist	36	-10	.	4	?	.

13	COc1ccc(COC(=O)C2=C(C)NC(=O)CC2c2cccc(Cl)c2Cl)cc1 (stereo not given)
14	CC[C@@H](C)[C@@H]1CN([C@@H](C)CN2CCC[C@H]2CN2C(N)=NC[C@H]2CC(C)C)C(=N)N1CCc1ccc(Cl)c(Cl)c1
15	Cc1ccc2oc3c(c(=O)c2c1)C(c1cccc(O)c1)N(Cc1ccccc1Cl)C3=O (stereo not given)
16	OC(CN1CCN(c2ccc(C(F)(F)F)cn2)CC1)c1ccccc1 (stereo not given)
17	Cc1ccn(CC(=O)N2CCCC(Nc3ccc(F)c(F)c3)C2)n1 (stereo not given)
18	CCOC(=O)c1c(-c2ccc(C)s2)csc1NC(=O)c1cccs1

screen / no.	13	14	15	16	17	18
TDP-43 yeast inh	3%	14%	-10%	-14%	6%	1%
Abeta yeast res	-11%	-16%	-33%	-7%	11%	7%
EPAC2 agonist	.	4%	.	-6%	-8%	-1%
DRD3 agonist	-3	-18	-6	1	-1	-4
FUS yeast rescue	-5%	-16%	-7%	-20%	15%	1%
aSyn rescue	.	-1%	.	2%	7%	-2%
EPAC2 antag	.	13%	.	7%	2%	4%
DRD3 antagonist	.	-28	.	-20	0	-16

19	COc1ccc2c(c1)c1ncn(CCc3ccccc3)c(=O)c1n2C
20	CCc1ccccc1NC(=O)COC(=O)c1cccs1
21	CCN(CC)C(=O)c1ccc(S(=O)(=O)c2ccccc2)cc1
22	Cc1ccc(C(=O)N2CCN(Cc3nc4sc5c(c4c(=O)[nH]3)CCCC5)CC2)cc1
23	O=C(NNC(=O)c1cccc2ccccc12)c1ccco1
24	O=S(=O)(NC1=NCCCCCC1)c1cccs1

screen / no.	19	20	21	22	23	24
TDP-43 yeast inh	-3%	0%	-22%	?	5%	-18%
Abeta yeast res	-7%	0%	-9%	-9%	21%	-13%
EPAC2 agonist	17%	10%	-2%	7%	3%	8%
DRD3 agonist	-8	5	3	22	-5	-12
FUS yeast rescue	-4%	-4%	-3%	7%	18%	-8%
aSyn rescue	1%	0%	8%	-2%	-2%	0%
EPAC2 antag	-5%	1%	4%	-7%	8%	-1%
DRD3 antagonist	14	-18	0	-5	-18	-22

An excerpt of these results, as labelled records:
(22) Cc1ccc(C(=O)N2CCN(Cc3nc4sc5c(c4c(=O)[nH]3)CCCC5)CC2)cc1
- TDP-43 yeast inh: ?
- Abeta yeast res: -9%
- EPAC2 agonist: 7%
- DRD3 agonist: 22
- FUS yeast rescue: 7%
- aSyn rescue: -2%
- EPAC2 antag: -7%
- DRD3 antagonist: -5

(20) CCc1ccccc1NC(=O)COC(=O)c1cccs1
- TDP-43 yeast inh: 0%
- Abeta yeast res: 0%
- EPAC2 agonist: 10%
- DRD3 agonist: 5
- FUS yeast rescue: -4%
- aSyn rescue: 0%
- EPAC2 antag: 1%
- DRD3 antagonist: -18

Other records follow.
25	Cc1cc(NC(=O)Nc2cc(C)nn2-c2ccccc2)n(-c2ccccc2)n1
26	CCOc1ccc(CC(=O)Nc2cccc(-c3nc4cccnc4s3)c2C)cc1
27	NC(N)=NCCCc1cn(CC(=O)N2CCNCC2)nn1
28	CCOC(=O)C1=CCN(S(=O)(=O)c2ccc(Cl)cc2)C1c1ccccc1 (stereo not given)
29	C1CNC(C23CC4CC(CC(C4)C2)C3)=N1
30	CCCCc1nc2cc(C(=O)N3CCN(c4cnccn4)CC3)ccc2o1

screen / no.	25	26	27	28	29	30
TDP-43 yeast inh	10%	5%	-5%	13%	.	?
Abeta yeast res	-5%	-13%	-15%	1%	-4%	6%
EPAC2 agonist	-3%	.	9%	14%	8%	-3%
DRD3 agonist	2	-7	0	7	-21	2
FUS yeast rescue	13%	15%	-22%	19%	7%	3%
aSyn rescue	-1%	.	3%	21%	0%	5%
EPAC2 antag	8%	.	-6%	-25%	-4%	6%
DRD3 antagonist	9	.	-3	3	7	14

31	CC(C)CCNC(=O)NC(=O)COC(=O)/C=C/c1cc(Br)ccc1F
32	Cc1sc(N2C(=O)C3C4C=CC(C4)C3C2=O)c(C#N)c1C (stereo not given)
33	COc1ccc(N(Cc2nnc3n2CCCCC3)C(=O)Nc2ccc(Cl)cc2)cc1Cl
34	CCOc1ccc(OCC(=O)OCc2csc(CC(=O)Nc3ccccc3C)n2)cc1
35	COc1c(O)ccc(/C=N\NC(=O)c2ccc3c(c2)OCO3)c1[N+](=O)[O-]
36	O=C(c1cccs1)C1C(c2ccc(Br)cc2)NC(=S)NC1(O)C(F)(F)F (stereo not given)

screen / no.	31	32	33	34	35	36
TDP-43 yeast inh	-31%	27%	14%	-8%	5%	18%
Abeta yeast res	-23%	18%	-9%	3%	-14%	7%
EPAC2 agonist	10%	2%	.	7%	0%	15%
DRD3 agonist	-6	4	-2	13	2	0
FUS yeast rescue	28%	.	-16%	-11%	-3%	.
aSyn rescue	-2%	4%	1%	-16%	-4%	9%
EPAC2 antag	-8%	2%	.	-4%	8%	-8%
DRD3 antagonist	3	15	.	2	-5	11

37	Cc1ccc2c(Cl)c(C(=O)NCC(c3ccco3)N3CCCC3)sc2c1 (stereo not given)
38	O=C1C(=O)N(CCN2CCOCC2)C(c2ccncc2)/C1=C(/O)c1ccc2c(c1)OCO2 (stereo not given)
39	CCc1cc(CN2CCOCC2)c(NC(=O)c2ccccc2)s1
40	CCOc1ccc(NC(=O)CN2CCCC2c2cccs2)cc1S(=O)(=O)N1CCCCC1 (stereo not given)
41	Cc1cccc(N2C(=O)C3CCCN3C2=S)c1 (stereo not given)
42	Cc1ccccc1C(=O)N1CCC(C(=O)Nc2ccc(S(=O)(=O)N3CCCCC3)cc2)CC1

screen / no.	37	38	39	40	41	42
TDP-43 yeast inh	-2%	-17%	-12%	-19%	-6%	8%
Abeta yeast res	.	-6%	3%	-19%	5%	3%
EPAC2 agonist	22%	6%	1%	4%	2%	2%
DRD3 agonist	-14	-7	8	-15	-2	-1
FUS yeast rescue	-16%	50%	?	.	-26%	?
aSyn rescue	20%	-1%	7%	-3%	-6%	7%
EPAC2 antag	-15%	-6%	-8%	0%	-1%	-2%
DRD3 antagonist	1	-20	0	18	8	12

43	Cc1cccc(N(Cc2ccccc2)C(=O)CN2C(=O)NC3(CCCC3)C2=O)c1
44	CC(=O)c1cccc(NC(=O)N2CCc3ccccc3C2)c1
45	CCOC(=O)c1[nH]c2ccc(OC)cc2c1NS(=O)(=O)c1ccc(Cl)s1
46	O=C(c1cnc(-c2ccccc2)s1)c1ccc(Cl)cc1Cl
47	Cc1ccc2oc(=O)c3cnn(CC(=O)NCc4ccccc4Cl)c3c2c1
48	O=C(O)CNC(=O)CC1S/C(=N/N=C2\CSC(=O)N2)NC1=O (stereo not given)

screen / no.	43	44	45	46	47	48
TDP-43 yeast inh	6%	20%	16%	19%	25%	8%
Abeta yeast res	-1%	10%	15%	5%	-5%	-6%
EPAC2 agonist	11%	19%	-10%	7%	.	4%
DRD3 agonist	-3	-32	2	-25	5	0
FUS yeast rescue	31%	13%	16%	10%	-32%	-11%
aSyn rescue	1%	6%	23%	14%	.	4%
EPAC2 antag	-4%	-3%	-6%	-7%	.	20%[57.1 µM]
DRD3 antagonist	-9	-10	-8	-25	.	-17

49	CCOc1cc(NC(=O)Nc2ccccc2)c(OCC)cc1NC(=O)CC
50	CSCCC1NC(=O)N(CC(=O)Nc2ccc(Br)cc2Br)C1=O (stereo not given)
51	COc1ccccc1Nc1nc2ccc(C)cc2n2cnnc12
52	CC(=O)Nc1c(C)nn(-c2ccc([N+](=O)[O-])cc2)c1C

screen / no.	49	50	51	52
TDP-43 yeast inh	13%	22%	22%	8%
Abeta yeast res	-8%	9%	-23%	-5%
EPAC2 agonist	-4%	0%	0%	-4%
DRD3 agonist	7	3	2	1
FUS yeast rescue	-15%	-18%	-19%	3%
aSyn rescue	4%	0%	-7%	-8%
EPAC2 antag	2%	-3%	4%	0%
DRD3 antagonist	4	-4	17	3
